# GC-B act = human GC-B receptor activators, primary screen, HEK293 GC-B cells, cGMP TR-FRET, EC30 CNP. Atrial natriuretic peptide receptor 2 (Homo sapiens), P20594. 0% at EC30 CNP, 100% saturating CNP. activation, % at 10 µM. 370,000 compounds, 0.11% hits. AID 1920062, 2024;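 active means activation at 10 µM reaching about 35% in either raw or pattern-adjusted values, limit read from the data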
# Target sequence (P20594 whole entry, looked up): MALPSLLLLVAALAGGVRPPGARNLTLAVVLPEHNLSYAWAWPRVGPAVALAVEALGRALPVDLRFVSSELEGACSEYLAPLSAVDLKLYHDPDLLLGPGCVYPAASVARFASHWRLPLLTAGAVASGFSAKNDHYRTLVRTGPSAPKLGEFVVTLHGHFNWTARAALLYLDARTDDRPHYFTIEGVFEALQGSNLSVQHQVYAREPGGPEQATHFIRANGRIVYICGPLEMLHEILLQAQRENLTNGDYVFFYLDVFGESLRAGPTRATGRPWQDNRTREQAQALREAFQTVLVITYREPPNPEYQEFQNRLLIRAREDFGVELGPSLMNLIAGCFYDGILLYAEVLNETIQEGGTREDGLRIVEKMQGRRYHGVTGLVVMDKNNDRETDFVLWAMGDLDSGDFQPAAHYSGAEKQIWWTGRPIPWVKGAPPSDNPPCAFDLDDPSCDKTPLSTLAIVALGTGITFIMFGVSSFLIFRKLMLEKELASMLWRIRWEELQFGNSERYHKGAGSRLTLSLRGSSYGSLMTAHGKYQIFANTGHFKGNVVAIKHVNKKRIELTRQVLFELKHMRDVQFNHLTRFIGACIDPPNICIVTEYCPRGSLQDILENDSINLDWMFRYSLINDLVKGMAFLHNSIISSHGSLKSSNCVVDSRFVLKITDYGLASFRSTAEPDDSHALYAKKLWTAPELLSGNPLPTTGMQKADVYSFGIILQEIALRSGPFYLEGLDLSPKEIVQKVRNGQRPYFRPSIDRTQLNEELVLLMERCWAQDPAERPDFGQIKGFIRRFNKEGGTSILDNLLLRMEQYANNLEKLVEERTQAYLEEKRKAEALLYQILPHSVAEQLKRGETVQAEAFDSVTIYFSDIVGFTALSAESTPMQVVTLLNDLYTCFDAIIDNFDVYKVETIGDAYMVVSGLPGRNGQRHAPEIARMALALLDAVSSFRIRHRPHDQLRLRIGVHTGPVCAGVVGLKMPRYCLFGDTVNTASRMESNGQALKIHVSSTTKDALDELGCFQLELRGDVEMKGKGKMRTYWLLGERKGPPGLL
# DAX1 inh-1 = DAX1 (NR0B1) inhibitors, primary screen, cell-based, HEK293, Gal4-DAX1, luciferase luminescence; Nuclear receptor subfamily 0 group B member 1 (Homo sapiens), P51843; HEK293 Gal4-DAX1 luciferase reporter; inhibition, % at 6.75 µM; 340,000 compounds, 0.99% hits; AID 504766, 2011;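 active means inhibition above the mean over all tested compounds plus 3 SD, cut at about 4.2% in these data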;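 further: 0% = DAX1-transfected cells with DMSO and 100% = empty-vector control cells with DMSO; inhibition shows as a rise in luminescence from relieved DAX1 repression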
# SMARCA2 activ = SMARCA2 (BRM) function activators, primary screen, cell-based, luminescence, high throughput; activation, % at 9.1 µM; AID 652017, 2013; MG213 cells, MMTV-luciferase reporter, dexamethasone, overnight; 370,000 compounds, 1% hits; in the data active means activation above about 7.8%;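 further: 0% = vehicle wells and 100% = reference activator wells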
# GC-A act = GC-A stimulated cGMP production enhancers – HEK293 GC-A cells, cGMP TR-FRET, EC30 ANP, primary screen. AID 1671463, 2021. 370,000 compounds, 0.14% hits. activation, % at 10 µM. Atrial natriuretic peptide receptor 1 (Homo sapiens), P16066. 0% at EC30 ANP, 100% saturating ANP; in the data active means activation above about 40%
# hcDAF-12 act = H. contortus DAF-12 nuclear receptor activators, primary screen, cell-based, luminescence, HEK293, lit1-tk-luc reporter. HEK293 hcDAF-12 lit1-tk-luc reporter; 0% DMSO, 100% Δ7-dafachronic acid. activation, % at 6.8 µM. 370,000 compounds, 1.4% hits;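 active means activation above the mean of all tested compounds plus 3 SD, cut at about 5.5% in these data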;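 further: 100% = response to 3 µM Δ7-dafachronic acid high control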
# HGIII-sPLA2 inh = human group III sPLA2 inhibitors, primary screen, biochemical, QFRET, BODIPY PC-A2 liposome substrate; AID 743126, 2013; 370,000 compounds, 0.56% hits; inhibition, % at 12.2 µM; QFRET BODIPY PC-A2 liposome hydrolysis, fluorescence; Group 3 secretory phospholipase A2 (Homo sapiens), Q9NZ20;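 active means inhibition above mean plus 3 SD of compounds lying within the high and low control bounds, cut at about 19% in these data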;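 further: 0% = median of test compound wells and 100% = no enzyme DMSO wells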
# DAX1 inh-2 = DAX1 (NR0B1) inhibitors on StAR promoter, primary screen, cell-based, luminescence, SF-1 (NR5A1), full-length DAX-1; AID 652010, 2013; HEK293T StAR-luciferase reporter, SF-1/DAX-1 repression relief; inhibition, % at 6.8 µM; 370,000 compounds, 1.1% hits;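 active means inhibition above the mean over all tested compounds plus 3 SD, cut at about 3.6% in these data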;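 further: 0% = DAX-1 cells with DMSO and 100% = cells lacking DAX-1 with DMSO; higher inhibition means more luminescence from relief of DAX-1 repression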
# ssDAF12 agonist = S. stercoralis DAF-12 nuclear receptor activators, primary screen, cell-based, luminescence, HEK293, GRIP1 co-expression, lit1-tk-luc; 370,000 compounds, 1% hits; Nuclear hormone receptor DAF-12 (Strongyloides stercoralis); activation, % at 6.8 µM; HEK293 ssDAF-12/GRIP1 lit1-tk-luc reporter; % of 3 µM dafachronic acid response;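 active means activation above the mean over all tested compounds plus 3 SD, cut at about 0.9% in these data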;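 further: 0% = DMSO-only wells and 100% = 3 µM delta7-dafachronic acid wells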
# proKLK7 act = proKLK7 zymogen activators, primary screen, biochemical, fluorescence intensity; purified proKLK7, EDANS-DABCYL substrate fluorescence; 100% is mature enzyme control, 0% vehicle; activation, % at 7 µM; 370,000 compounds, 0.9% hits;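 active means activation above the mean of all tested compounds plus 3 SD, computed per campaign excluding outliers beyond control limits, cut at about 13% in these data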
# hgDAF12 agonist = H. glycines DAF-12 receptor agonists, primary screen, cell-based, luminescence, HEK293, GAL4 fusion, UAS-luciferase; AID 687014, 2013; 370,000 compounds, 1.8% hits; HEK293 GAL4-hgDAF12 UAS-luciferase reporter, agonist luminescence; normalized to butyrate control; activation, % at 6.8 µM; Nuclear hormone receptor DAF-12 (Heterodera glycines), GAL4 fusion;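 active means activation above a cutoff set at the mean of all screened compounds plus 3 SD, cut at about 10% in these data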;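 further: 0% = DMSO wells and 100% = sodium butyrate wells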
# FXN GAA850 act = FXN promoter activators, primary screen, cell-based, luciferase luminescence, HEK293 lucGAA850; HEK293 lucGAA850 FXN promoter luciferase reporter, 24 h; percent of 10 µM SAHA response; activation, % at 6 µM; 360,000 compounds, 0.56% hits;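 active means activation above the average of all compounds screened plus 3 SD, cutoff fixed separately per campaign, cut at about 7.5% in these data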;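 further: 0% = DMSO wells and 100% = 10 µM SAHA wells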
# Starred values were filed as active, the others as inactive; . = not tested or not shown.
SMILES,GC-B act,DAX1 inh-1,SMARCA2 activ,GC-A act,hcDAF-12 act,HGIII-sPLA2 inh,DAX1 inh-2,ssDAF12 agonist,proKLK7 act,hgDAF12 agonist,FXN GAA850 act
O=C(CSc1nnc(COc2ccccc2)n1Cc1ccco1)c1ccc(F)cc1,-2.4,-0.2,-0.6,-3.0,-1.9,-45.1,-0.6,-1.3,0.9,-2.6,-0.9
COCC(=O)NCc1ccc2c(c1)cc(C)n2C,2.2,0.3,-1.7,-1.8,1.1,-2.5,-0.6,0.3,0.3,-2.1,0.8
COc1ccc(NC(=O)C(C)N2CCN(C)CC2)cc1 (stereo unspecified),-0.8,1.1,0.2,-0.3,0.1,-1.0,0.6,-0.3,0.1,3.2,0.6
CCOC(=O)C1=C(C)NC2=C(C1c1ccc([N+](=O)[O-])cc1)S(=O)(=O)c1ccccc12 (stereo unspecified),-18.9,-0.3,-2.0,-24.4,0.8,1.2,-1.0,-0.9,0.3,0.6,-1.5
c1ccc(C2=Nn3c(nnc3-c3cc(-c4ccccc4)n[nH]3)SC2)cc1,-4.8,0.6,-1.1,1.2,-1.2,4.8,-0.1,-1.7,-0.4,-1.7,8.3*
O=C(c1ccc(Br)o1)N(Cc1ccccc1)Cc1ccccc1,-13.6,-0.1,0.6,-10.0,-1.2,0.4,0.8,-1.4,-0.2,-0.6,1.0
CC(C)CNC(=O)COC(=O)c1ccccc1OCC(=O)Nc1ccc(Br)cc1,12.0,-1.1,1.5,6.1,-2.5,-1.0,0.3,-1.5,0.6,1.3,3.6
COc1cccc(C(=O)Nc2cc(S(=O)(=O)N3CCCCC3)ccc2OC)c1,-3.7,0.1,-4.8,-2.6,-0.1,-16.6,-0.1,-2.4,-0.3,-2.3,-0.6
Cc1ccc(OC(C)C(=O)O)cc1C (stereo unspecified),7.3,0.4,-3.6,3.5,-1.6,1.7,0.7,-1.1,-0.3,0.6,-1.4
O=C(NCc1ccco1)c1ccc(NS(=O)(=O)c2cccc(F)c2)cc1,1.8,1.4,-2.2,3.1,0.4,-9.5,1.4,-0.5,0.4,-2.4,-1.1
NS(=O)(=O)c1cc(C(=O)OCCNC(=O)c2ccccc2)c(Cl)cc1Cl,-3.2,-0.4,1.3,-3.4,-1.9,-0.8,-0.3,-2.1,-0.2,-0.8,0.6
COC(=O)[C@]1(CC(C)C)N[C@H](c2ccc(-c3ccc4c(c3)OCO4)cc2)[C@@H]2C(=O)N(C)C(=O)[C@@H]21,-1.4,0.4,1.7,0.9,0.3,2.9,0.1,-0.8,0.1,-0.4,0.7
O=C(NCCC1CCCCN1S(=O)(=O)c1cccs1)C(=O)NCc1ccccc1 (stereo unspecified),-1.0,0.9,-1.2,-0.1,0.8,-5.3,0.2,-1.1,0.5,3.0,-1.5
COc1ccc(S(=O)(=O)N2CCOCC2)cc1NC(=O)CN1CCCc2ccccc21,1.9,-0.5,-4.6,2.2,5.2,9.3,0.1,0.1,0.1,-0.2,0.4
COC(=O)N/N=C/c1cn(Cc2ccc(Cl)cc2Cl)c2ccccc12,2.2,-2.1,-1.5,7.0,-3.0,-7.9,-1.4,-1.7,-0.1,-4.5,-0.7
COc1ccc(N2CCOCC2)c(NC(=O)COc2cccc(C)c2C)c1,-10.3,-0.6,-0.3,-7.1,-2.8,4.6,1.1,-1.1,-0.1,-1.8,0.2
C=CCC[C@@H](Cc1ccc(F)cc1)C(=O)O[C@H](CNC(=O)[C@@H](CC=C)CC(=O)N[C@H](CO)Cc1ccccc1)c1ccccc1,-8.3,0.7,-0.5,0.4,-0.7,-6.4,-0.2,-1.1,0.3,-0.7,-5.1
O=C(NN1CCOCC1)c1cc(S(=O)(=O)Nc2cccc(C(F)(F)F)c2)ccc1Cl,-2.4,-1.1,3.1,5.1,-0.8,-10.8,-0.3,-0.6,0.0,-1.6,1.9
CC(C)(C)[C@]1(O)CCN2C[C@H]3c4ccccc4CCc4cccc(c43)[C@@H]2C1,-1.0,0.5,0.1,-8.1,-2.0,-10.1,-0.9,-1.6,0.5,-1.1,-1.7
Fc1ccccc1CNc1nc(NCC2CC2)nc2ccsc12,0.6,.,-6.4,1.1,-2.5,-16.6,-3.2,-2.1,0.2,-6.4,0.3
CCOC(=O)N1CCN(C(=O)CSc2nnc(-c3cc(OC)ccc3OC)o2)CC1,3.9,0.6,-1.4,0.7,-0.5,7.5,-0.7,-1.4,0.0,-2.9,-2.3
O=C(N/N=C/c1ccc(OC(F)F)cc1OC(F)F)c1cccc(S(=O)(=O)N2CCOCC2)c1,-0.2,-1.1,-0.1,-2.0,-2.1,-12.4,-0.8,-0.6,0.2,2.2,0.6
Cc1ccc(OCC(=O)Nc2ccc3c(c2)nc(CCN2CCCCC2)n3C)cc1,-4.3,0.5,0.7,1.6,0.1,-4.7,1.6,-1.6,0.5,-1.3,0.5
CCCCC[C@H](C)N1C[C@H](COCc2ccccc2)Oc2cc(N3CCC[C@H]3C(N)=O)ccc2S1(=O)=O,-0.5,.,-4.2,-5.8,-1.9,-2.0,1.3,-1.6,0.3,0.0,.
COc1cccc(N2CCN(CC(=O)NC(=O)NCc3ccco3)CC2)c1,-4.9,1.3,-1.1,-1.6,-1.0,1.8,0.5,-1.5,0.6,1.1,-0.1

# Six of the compounds above, with values under each structure.
# Order of results: GC-B act, DAX1 inh-1, SMARCA2 activ, GC-A act, hcDAF-12 act, HGIII-sPLA2 inh, DAX1 inh-2, ssDAF12 agonist, proKLK7 act, hgDAF12 agonist, FXN GAA850 act
- COC(=O)N/N=C/c1cn(Cc2ccc(Cl)cc2Cl)c2ccccc12
  2.2, -2.1, -1.5, 7.0, -3.0, -7.9, -1.4, -1.7, -0.1, -4.5, -0.7
- COc1ccc(N2CCOCC2)c(NC(=O)COc2cccc(C)c2C)c1
  -10.3, -0.6, -0.3, -7.1, -2.8, 4.6, 1.1, -1.1, -0.1, -1.8, 0.2
- C=CCC[C@@H](Cc1ccc(F)cc1)C(=O)O[C@H](CNC(=O)[C@@H](CC=C)CC(=O)N[C@H](CO)Cc1ccccc1)c1ccccc1
  -8.3, 0.7, -0.5, 0.4, -0.7, -6.4, -0.2, -1.1, 0.3, -0.7, -5.1
- O=C(NN1CCOCC1)c1cc(S(=O)(=O)Nc2cccc(C(F)(F)F)c2)ccc1Cl
  -2.4, -1.1, 3.1, 5.1, -0.8, -10.8, -0.3, -0.6, 0.0, -1.6, 1.9
- CC(C)(C)[C@]1(O)CCN2C[C@H]3c4ccccc4CCc4cccc(c43)[C@@H]2C1
  -1.0, 0.5, 0.1, -8.1, -2.0, -10.1, -0.9, -1.6, 0.5, -1.1, -1.7
- Fc1ccccc1CNc1nc(NCC2CC2)nc2ccsc12
  0.6, ., -6.4, 1.1, -2.5, -16.6, -3.2, -2.1, 0.2, -6.4, 0.3

# Next part
SMILES,GC-B act,DAX1 inh-1,SMARCA2 activ,GC-A act,hcDAF-12 act,HGIII-sPLA2 inh,DAX1 inh-2,ssDAF12 agonist,proKLK7 act,hgDAF12 agonist,FXN GAA850 act
COc1cccc(NS(=O)(=O)c2ccc3c(c2)CC(=O)N3)c1,-1.5,0.2,1.9,-4.0,1.2,-45.1,-0.5,-0.6,-0.3,1.3,1.9
COc1cccc(Nc2nc(-c3cccs3)nc3ccccc23)c1,17.6,-1.1,-1.2,15.5,-0.7,-23.4,-1.4,-1.9,1.2,4.5,1.8
CCOC(=O)N1CCN(C(c2ccc(Cl)cc2)c2sc3nc(C)nn3c2O)CC1 (stereo unspecified),6.1,-0.6,1.7,1.1,-1.7,-6.1,-1.0,-1.1,0.6,-2.6,-0.1
Cc1cccc(C)c1NC(=O)CN1CCN(C(=O)C2CCC2)CC1,3.3,2.4,-1.8,1.0,-1.5,7.1,3.5,-0.9,0.1,1.5,1.1
CC1c2ccccc2N(NC(=O)Cc2ccccc2)C1C (stereo unspecified),2.2,0.4,-2.4,0.0,0.1,-4.5,0.5,-1.7,-0.3,-0.1,-1.2
COc1ccc(NC(=O)N(C2CCCCC2)C(C)c2ccco2)c(OC)c1 (stereo unspecified),-3.1,1.9,-3.5,-4.6,-1.9,0.2,0.4,-1.4,0.8,-0.6,0.5
O=C(CN1CCN(C(=O)c2ccccc2Cl)CC1)Nc1cccc(S(=O)(=O)N2CCCC2)c1,-1.3,-0.6,-3.4,-1.1,-1.8,4.8,-1.8,-0.3,0.3,-2.5,0.0
Cc1ccccc1OCC(=O)OC(C)C(=O)NC1CCCC1 (stereo unspecified),0.7,0.1,-2.4,-1.8,-1.1,1.8,0.5,-1.2,0.6,0.1,0.8
CC(=O)N/N=C(\C)CC(=O)Nc1cccc2c1CCCC2,5.9,2.1,5.3,3.5,0.3,-9.1,-0.2,-1.4,0.1,2.5,-0.8
CC1=NN(C(=O)c2ccc(Cn3nc(C)cc3C)o2)C(O)(C(F)(F)F)C1 (stereo unspecified),5.0,0.8,2.4,4.6,-0.2,-2.5,-0.4,-0.7,1.0,1.6,7.4
CCNc1nc(NCC)nc(SCCOC(=O)COc2ccc(Cl)cc2Cl)n1,-1.4,-0.6,-2.6,3.1,-0.4,-17.4,0.3,-1.6,-0.2,-1.9,4.3
Cc1ccc(S(=O)(=O)N2CCC(=O)N(CCOCc3cccc(Cl)c3)CC2)cc1,-6.3,-0.2,-0.4,-1.3,-1.4,-16.7,-0.2,-1.1,0.4,-1.6,0.2
CCN(CC)c1nc2c(s1)C(=O)CC(C)(C)C2,1.6,-0.1,1.8,-1.1,-0.4,3.3,0.7,-0.9,-0.6,3.9,-0.1
O=C(NC1CCCCC1)c1cc(S(=O)(=O)N2CCN(c3ccccc3)CC2)ccc1Cl,-6.1,0.6,-0.3,-0.9,0.7,-1.2,-0.5,-1.2,0.8,-1.1,-2.1
COc1c2c(cc3c1C(CC(O)Cc1ccccc1)N(C)CC3)OCO2 (stereo unspecified),-16.4,-0.5,0.3,-55.5,1.8,-10.3,0.1,0.0,2.4,-0.1,1.1
O=C(C1CC1)C1(C(=O)N2CCOCC2)CC(c2ccccn2)=NO1 (stereo unspecified),-6.3,.,7.7,4.1,-1.8,11.8,1.1,-1.6,-0.2,-0.5,.
Cc1ccc(-n2ncc3c(Nc4c(C)n(C)n(-c5ccccc5)c4=O)ncnc32)c(C)c1,2.6,0.6,-1.8,2.2,-1.6,0.5,-1.0,-1.6,0.3,-1.6,0.5

# From PubChem
